PGK inhibitor: inhibitors of T. brucei phosphoglycerate kinase. PGK/GAPDH coupled, Kinase-Glo luminescence, 60 min. Potency, µM (highest dose often 57.5 µM), without a hit: at the top dose activity change, negative = inhibition, usual class: inhibitors. hit rate 0.043% among 380,000; further: on the % scale 0 is the no-effect control and ±100 the full control effect; nearly all actives have a fitted effect of over 60% in size
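Recombinant glycosomal PGK reaction used 1,3-bisphosphoglycerate generated in-well by GAPDH (100nM final) in 100mM TEA pH 7.6, 5mM MgCl2, 0.01% Tween-20. After 60 minutes at room temperature, ATP was read by Kinase-Glo Plus luminescence end-point.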
HP1b binding inh: inhibitors of HP1-beta chromodomain binding to methylated histone tails | hit rate 0.56% among 390,000 | Potency, µM (titrated, usually from 114 µM), inactives show at the highest dose activity change, negative = inhibition, actives largely listed as inhibitors | AlphaScreen HP1-beta / biotin-H3K9me3 peptide binding; further: nearly all actives have a fitted effect of over 70% in size; inactives centre near 23
Target sequence (P83916 whole entry, looked up): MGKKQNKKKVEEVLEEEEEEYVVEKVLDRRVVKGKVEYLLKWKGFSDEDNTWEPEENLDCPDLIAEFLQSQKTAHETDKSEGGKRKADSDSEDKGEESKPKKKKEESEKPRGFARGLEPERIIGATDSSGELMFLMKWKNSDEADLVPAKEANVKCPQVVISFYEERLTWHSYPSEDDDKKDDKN
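AlphaScreen: HP1-beta (50 nM) preformed 30 min with biotin-H3(1-18)K9me3 peptide (50 nM) in PBS pH 7.4, 0.01% Tween-20. Compound added for 30 min at RT, then streptavidin donor/nickel chelate acceptor beads (10 ug/mL) for 30 min.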
12-LOX inh: blocks human arachidonate 12S-lipoxygenase; hit rate 1.1% among 580,000; Potency, µM (titrated, usually from 108 µM), for the others: at the top dose activity change, negative = inhibition, hits mostly inhibitors; AID 1671190; purified 12hLO, xylenol orange hydroperoxide absorbance; P18054; further: on the % scale 0 is the no-effect control and ±100 the full control effect
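Purified human 12hLO at 150 nM in 25 mM Hepes, 0.01% Triton X-100, pH 7.0, preincubated 15 min at room temperature with compound. Reaction started with 40 uM arachidonic acid, 30 min at room temperature. Hydroperoxide measured by Fe-xylenol orange, 573/405 nm absorbance ratio.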
JMJD2A Tudor: JMJD2A Tudor domain (human) inhibition; O75164; AlphaScreen JMJD2A-Tudor / H3K4me3 peptide binding; Potency, µM (series often up to 114 µM), inactives show at the highest dose activity change, negative = inhibition, hits mostly inhibitors; hit rate 4.4% among 390,000; AID 504339; further: on the % scale 0 is the no-effect control and ±100 the full control effect; nearly all actives have a fitted effect of over 50% in size
ERG Ets-DNA blk: inhibitors of human ERG Ets domain-DNA interaction | P11308 | fluorescence polarization, His-ERG Ets domain / labelled DNA | Potency, µM (doses to about 76.9 µM), for inactives: top-dose FP activity, negative = inhibition, most hits filed as inhibitors | hit rate 0.028% among 370,000 | AID 624246; active means well fitted inhibition curve with a large enough effect in the polarisation, with a control signal flat; inconclusive means small, poorly fitted or top-dose-only effect, or effect the other way, or a change in a side signal; inactive means no such curve, though single readings can be large or run the other way; the % refers to the polarisation;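 further: polarization taken with two DNA probes labelled with fluorescein and Texas red; % of control where 0% means no effect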
Target sequence (P11308 whole entry, looked up, the tested form may be a part): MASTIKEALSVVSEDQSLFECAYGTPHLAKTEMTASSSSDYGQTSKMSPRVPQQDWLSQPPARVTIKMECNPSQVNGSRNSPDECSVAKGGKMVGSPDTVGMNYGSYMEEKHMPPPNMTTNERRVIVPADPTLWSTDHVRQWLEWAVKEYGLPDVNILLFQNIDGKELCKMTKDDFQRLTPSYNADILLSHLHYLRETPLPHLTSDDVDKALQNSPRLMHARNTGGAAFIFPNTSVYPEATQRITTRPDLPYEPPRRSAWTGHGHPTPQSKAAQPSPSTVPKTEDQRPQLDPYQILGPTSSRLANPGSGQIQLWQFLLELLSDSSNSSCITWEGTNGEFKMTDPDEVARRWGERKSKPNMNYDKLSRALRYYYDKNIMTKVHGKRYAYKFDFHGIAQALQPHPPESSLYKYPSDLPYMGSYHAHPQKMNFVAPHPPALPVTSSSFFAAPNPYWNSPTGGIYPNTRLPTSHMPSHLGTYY
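His-tagged ERG Ets domain (1 uM in the protein solution; 300mM KCl, 50mM Tris-HCl, 1mM EDTA, 1mM DTT, pH 7.5) received compound, then a probe mix of 5 nM fluorescein-DNA and 100nM Texas-615-DNA. Fluorescence polarization was read for both dyes.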
RGS4 inhibitor: inhibitors of human regulator of G protein signaling 4 | AID 504845 | Potency, µM (titrated, usually from 114 µM), without a hit: at the highest dose activity change, negative = inhibition, hits mostly inhibitors | Transcreener GDP fluorescence polarization, RGS4-accelerated GTP hydrolysis | hit rate 0.039% among 390,000; further: on the % scale 0 is the no-effect control and ±100 the full control effect; nearly all actives have a fitted effect of over 75% in size; some results filed as inactive show a strong effect at the top dose
Target sequence (P49798 whole entry, looked up): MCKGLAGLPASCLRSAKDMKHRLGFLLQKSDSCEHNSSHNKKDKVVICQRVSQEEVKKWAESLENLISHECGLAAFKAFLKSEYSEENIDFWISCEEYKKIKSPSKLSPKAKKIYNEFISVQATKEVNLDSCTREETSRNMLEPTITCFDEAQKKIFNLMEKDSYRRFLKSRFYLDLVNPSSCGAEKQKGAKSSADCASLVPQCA
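MLSMR compounds (23 nl, pin-transferred) preincubated 10 min at room temperature with a 500nM (2x) first reagent, then RGS4 at 900nM (2x) plus Transcreener GDP mix added; fluorescence polarization (620/688 nm) read before and after 90 min at 30 °C.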
GLS inh: blocks human kidney-isoform glutaminase activity | O94925 | GLS enzymatic activity, qHTS titration | Potency, µM (top dose mostly 45.5 µM), for the others: at the highest dose activity change, negative = inhibition, actives largely listed as inhibitors | hit rate 0.21% among 410,000 | AID 624170; further: on the % scale 0 is the no-effect control and ±100 the full control effect
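Glutamate formation by hKGA was monitored fluorometrically using coupled glutamate oxidase, HRP and Amplex Red. Substrate was added as 1 mM L-glutamine solution; incubation was 30 min at RT after an initial read.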
Pin1 inhibitor: blocks the human prolyl isomerase Pin1; hit rate 0.009% among 390,000; Pin1 FP peptide displacement, HiFluor488, 10 min; Q13526; Potency, µM (series often up to 115 µM), without a hit: at the top dose activity, negative = inhibition, usual class: inhibitors; AID 504891; active means well fitted inhibition curve with a large enough effect in the polarisation, with a control signal flat, not every such curve was filed as active; inconclusive means small, poorly fitted or top-dose-only effect, or effect the other way, or a change in a side signal; inactive means no such curve, though single readings can be large or run the other way; the % refers to the polarisation; further: on the % scale 0 is the no-effect control and ±100 the full control effect
Target sequence (Q13526 whole entry, looked up): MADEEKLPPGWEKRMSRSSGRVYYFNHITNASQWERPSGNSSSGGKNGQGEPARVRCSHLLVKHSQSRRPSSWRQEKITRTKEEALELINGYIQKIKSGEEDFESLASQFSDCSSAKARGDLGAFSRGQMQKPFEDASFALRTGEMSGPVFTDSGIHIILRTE
TrxR1 inh: rat TrxR1 inhibition | O89049 | recombinant rTrxR1, NADPH fluorescence consumption, selenite substrate | Potency, µM (highest dose often 114 µM), inactives show at the top dose activity change, negative = inhibition, hits mostly inhibitors | hit rate 1% among 390,000 | AID 588453; further: on the % scale 0 is the no-effect control and ±100 the full control effect; nearly all actives have a fitted effect of over 65% in size
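Rat TrxR1 (90 nM in the dispensed reagent) was pre-reduced with 400 uM NADPH for 5 min at room temperature, then incubated with compound for 15 min. After 400 uM selenite was added, NADPH fluorescence (Ex 340/Em 450 nm) was followed for 8 min.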
Starred values were filed as active, the others as inactive; [ ] = dose if it differs, or a comment. Unless noted, the call rests on the fitted dose curve; in most records, active means well fitted curve in the direction sought with a large enough effect; inconclusive means small, poorly fitted or top-dose-only effect, or another doubt; inactive means no such curve, though single readings can be large; an effect the other way counts as inactive or inconclusive. Potency means the concentration at half of the fitted maximal effect. Only part of the results is shown; rates above refer to the full screens.

For COc1ccc(NC(=O)CCCCCN2C(=O)c3ccccc3C2=O)c(OC)c1 the results were PGK inhibitor 3.6%, HP1b binding inh 26.5%, 12-LOX inh -1.2%, JMJD2A Tudor -10.6%, ERG Ets-DNA blk -0.1%, RGS4 inhibitor -5.1%, GLS inh -2.6%, Pin1 inhibitor -2.2% and TrxR1 inh 21.3%.
Screening Cc1csc(NC(=O)c2cnccn2)n1 returned PGK inhibitor -12.7%, HP1b binding inh -1.9%, 12-LOX inh -1.8%, JMJD2A Tudor 7.94µM*, ERG Ets-DNA blk 5.3%, RGS4 inhibitor -20.6%, GLS inh -0.5%, Pin1 inhibitor 6.5% and TrxR1 inh 2.9%.
O=C(Nc1ccccc1)N1CCN2C(=O)c3ccccc3C12c1ccccc1 (stereo not given) was read as PGK inhibitor inactive, HP1b binding inh 30.8%[activator], 12-LOX inh inconclusive, JMJD2A Tudor -24.3%, ERG Ets-DNA blk -9.2%, RGS4 inhibitor -31.1%, GLS inh 1.3%, Pin1 inhibitor -0.7% and TrxR1 inh 4.8%.
Cc1ccc(S(=O)(=O)c2ccc(C)cc2)cc1 was read as PGK inhibitor -4.4%, HP1b binding inh 32.4%, 12-LOX inh 3.3%, JMJD2A Tudor -6.9%, ERG Ets-DNA blk 0.1%, RGS4 inhibitor 14.5%, GLS inh -5.9%, Pin1 inhibitor -3.9% and TrxR1 inh -3.4%[57.1 µM].
Screening CCOC(=O)c1ccc(NC(=O)N2CCc3ccccc3C2)cc1 returned PGK inhibitor -3.5%, HP1b binding inh 30.2%, 12-LOX inh -4.9%, JMJD2A Tudor 1.0%, ERG Ets-DNA blk -10.2%, RGS4 inhibitor 23.2%, GLS inh 0.1%, Pin1 inhibitor 4.4% and TrxR1 inh 2.4%.
For O=C(O)c1ccc(OS(=O)(=O)c2ccc(Cl)s2)cc1 the results were PGK inhibitor 3.1%, HP1b binding inh 50.5%[activator], 12-LOX inh 1.8%, JMJD2A Tudor -8.3%, ERG Ets-DNA blk 6.1%, RGS4 inhibitor -30.9%, GLS inh 3.8%, Pin1 inhibitor -11.3% and TrxR1 inh 15.4%[57.1 µM].
`Cc1cc(NC(=O)Cn2ccc([N+](=O)[O-])n2)no1` gave PGK inhibitor 0.2%, HP1b binding inh 6.5%, 12-LOX inh -5.1%, JMJD2A Tudor -14.8%, ERG Ets-DNA blk 4.0%, RGS4 inhibitor -14.9%, GLS inh -7.0%, Pin1 inhibitor -2.7% and TrxR1 inh -0.5%.
`O=C(NCC1CCCO1)c1cc(-c2ccc(Cl)cc2Cl)on1` (stereo not given) gave PGK inhibitor 1.6%, HP1b binding inh 37.4%, 12-LOX inh 0.0%, JMJD2A Tudor -7.1%, ERG Ets-DNA blk 1.0%, RGS4 inhibitor 5.2%, GLS inh 0.8%, Pin1 inhibitor 16.3% and TrxR1 inh 6.0%[57.1 µM].
For CC(=O)Nc1ccccc1NC(=O)COc1cccc2ccccc12 the results were PGK inhibitor 1.6%, HP1b binding inh 21.1%, 12-LOX inh 276.7%[activator], JMJD2A Tudor -12.8%, ERG Ets-DNA blk -12.5%, RGS4 inhibitor 31.1%, GLS inh 4.0%, Pin1 inhibitor -1.7% and TrxR1 inh 3.7%.
`Cn1c(=O)c2c(ncn2CC(=O)Nc2nccs2)n(C)c1=O` gave PGK inhibitor -0.2%, HP1b binding inh -1.4%, 12-LOX inh 0.1%, JMJD2A Tudor inconclusive, ERG Ets-DNA blk -11.2%, RGS4 inhibitor -7.0%, GLS inh -1.9%, Pin1 inhibitor 0.5% and TrxR1 inh 17.5%.
For CC(C)NC(=O)c1cnn2c1NC(c1cccs1)CC2C(F)(F)F (stereo not given) the results were PGK inhibitor -0.8%, HP1b binding inh 19.7%, 12-LOX inh 3.1%, JMJD2A Tudor -10.0%, ERG Ets-DNA blk 2.9%, RGS4 inhibitor 4.6%, GLS inh 29.0%, Pin1 inhibitor -1.5% and TrxR1 inh 8.9%[57.1 µM].
`COc1ccc(/C=C/c2nc(-c3ccccc3)cc(=O)[nH]2)cc1` gave PGK inhibitor 1.3%, HP1b binding inh 27.2%, 12-LOX inh 0.0%, JMJD2A Tudor -21.0%, ERG Ets-DNA blk 0.4%, RGS4 inhibitor 28.0%, GLS inh 0.0%, Pin1 inhibitor 4.9% and TrxR1 inh 13.5%.
Cc1ccc(NC(=O)C2CCCN(S(=O)(=O)c3ccc4c(c3)oc(=O)n4C)C2)cc1Cl (stereo not given) was read as PGK inhibitor -0.1%, HP1b binding inh 27.5%, 12-LOX inh -20.1%, JMJD2A Tudor -11.9%, ERG Ets-DNA blk -4.2%, RGS4 inhibitor 8.4%, GLS inh 13.5%, Pin1 inhibitor 16.1% and TrxR1 inh 7.1%.
For O=C1c2oc3ccccc3c(=O)c2C(c2cccc(F)c2)N1CCCO (stereo not given) the results were PGK inhibitor 8.5%, HP1b binding inh 50.4%[activator], 12-LOX inh 28.8%, JMJD2A Tudor -10.7%, ERG Ets-DNA blk -0.3%, RGS4 inhibitor 40.3%, GLS inh 17.6%, Pin1 inhibitor -1.1% and TrxR1 inh -2.0%[57.1 µM].
For CCCCn1c(N)c(N(Cc2ccccc2OC)C(=O)C(C)Oc2ccc(Cl)cc2)c(=O)[nH]c1=O (stereo not given) the results were PGK inhibitor -9.5%, HP1b binding inh 4.9%, 12-LOX inh -4.0%, JMJD2A Tudor -11.1%, ERG Ets-DNA blk -1.0%, RGS4 inhibitor 11.3%, GLS inh -2.5%, Pin1 inhibitor -0.8% and TrxR1 inh 16.1%.
`CCCc1nc2oc3c(Cl)ncnc3c2c2c1CCCC2` gave PGK inhibitor -1.8%, HP1b binding inh 45.7%[activator], 12-LOX inh 292.8%[activator], JMJD2A Tudor 4.8%, ERG Ets-DNA blk 6.0%, RGS4 inhibitor 4.2%, GLS inh 7.6%, Pin1 inhibitor -3.1% and TrxR1 inh 43.5%[activator][57.1 µM].
For Cc1nn(C(C)C(=O)NCC2CCCO2)c(C)c1[N+](=O)[O-] (stereo not given) the results were PGK inhibitor inactive, HP1b binding inh 34.7%, 12-LOX inh -10.5%, JMJD2A Tudor -6.0%, ERG Ets-DNA blk 7.7%, RGS4 inhibitor 36.2%, GLS inh 0.8%, Pin1 inhibitor -2.8% and TrxR1 inh 12.5%.
For Cc1ccccc1N1CC(=O)Nc2c(oc3nc(-c4ccccc4)cc(C)c23)C1=O the results were PGK inhibitor -3.0%, HP1b binding inh 28.4%, 12-LOX inh inconclusive, JMJD2A Tudor -20.1%, ERG Ets-DNA blk 7.4%, RGS4 inhibitor 34.8%, GLS inh -0.8%, Pin1 inhibitor -0.7% and TrxR1 inh 11.4%.
For Cc1cccnc1NC(=O)CNC(=O)C12CC3CC(CC(Cl)(C3)C1)C2 the results were PGK inhibitor inactive, HP1b binding inh 34.0%, 12-LOX inh 13.0%, JMJD2A Tudor -0.7%, ERG Ets-DNA blk -10.3%, RGS4 inhibitor -12.2%, GLS inh -13.6%, Pin1 inhibitor -2.7% and TrxR1 inh 10.9%[57.1 µM].
`CC(C)c1ccc(S(=O)(=O)N2CCN(C(=O)CCNC(=O)Nc3ccccc3)CC2)cc1` gave PGK inhibitor -2.9%, HP1b binding inh 23.6%, 12-LOX inh 49.4%[activator], JMJD2A Tudor -23.6%, ERG Ets-DNA blk 18.6%, RGS4 inhibitor 5.5%, GLS inh -2.4%, Pin1 inhibitor inconclusive and TrxR1 inh -14.8%.
Screening Cc1cccc(COc2ccc(/C=N/NC(=O)c3nnn(-c4nonc4N)c3COc3ccc(F)cc3)cc2)c1 returned PGK inhibitor -1.4%, HP1b binding inh 40.0%[activator], 12-LOX inh -0.6%, JMJD2A Tudor 4.4%, ERG Ets-DNA blk 7.8%, RGS4 inhibitor 13.7%, GLS inh -1.2%, Pin1 inhibitor -0.4% and TrxR1 inh 15.0%.
For COC(=O)COc1ccc(-c2nccc(-c3ccccn3)n2)cc1 the results were PGK inhibitor 1.1%, HP1b binding inh 18.6%, 12-LOX inh 0.0%, JMJD2A Tudor -7.7%, ERG Ets-DNA blk 1.8%, RGS4 inhibitor -7.5%, GLS inh -11.4%, Pin1 inhibitor 22.6% and TrxR1 inh -2.1%[11.4 µM].
CCCNC(=S)Nc1ccc2nc(-c3ccccn3)c(-c3ccccn3)nc2c1 was read as PGK inhibitor inactive, HP1b binding inh 41.6%[activator], 12-LOX inh -27.2%, JMJD2A Tudor -11.1%, ERG Ets-DNA blk -6.4%, RGS4 inhibitor -33.8%, GLS inh 4.6%, Pin1 inhibitor -15.3% and TrxR1 inh inconclusive.
For O=C1CCCN1c1cc(Cl)ccc1Cl the results were PGK inhibitor -2.5%, HP1b binding inh 25.7%, 12-LOX inh 0.0%, JMJD2A Tudor -10.4%, ERG Ets-DNA blk 3.4%, RGS4 inhibitor 2.6%, GLS inh 1.7%, Pin1 inhibitor -1.1% and TrxR1 inh 2.8%.

Source: PubChem BioAssay
